PvdQ acylase – P. aeruginosa PvdQ acylase inhibitors, primary screen, biochemical, fluorescence, plate reader and imaging, single point; PvdQ acylase [Pseudomonas aeruginosa LESB58]; purified PvdQ acylase; inhibition, % at 10 µM; hit rate 0.063% among 340,000; AID 488965, 2010; in the data active = inhibition above about 30%, passing the limit was not always enough;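 also: 0% = vehicle neutral wells and 100% = reference inhibitor wells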
Keap1 Nrf2 FP – Keap1-Nrf2 protein-protein interaction inhibitors, primary screen, biochemical, fluorescence polarization, single point. Kelch-like ECH-associated protein 1 (Homo sapiens), Q14145. Keap1 Kelch-Nrf2 peptide fluorescence polarization, 1536-well. inhibition, % at 9.4 µM. hit rate 0.15% among 340,000. AID 504523, 2011; in the data active = inhibition above about 12%;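 also: human Keap1 Kelch domain with fluorescein labeled Nrf2 9mer peptide probe; 0% = neutral control wells and 100% = peptide positive control; higher means more block of Keap1 binding to Nrf2 peptide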
Target sequence (Q14145 whole entry, looked up, the tested form may be a part): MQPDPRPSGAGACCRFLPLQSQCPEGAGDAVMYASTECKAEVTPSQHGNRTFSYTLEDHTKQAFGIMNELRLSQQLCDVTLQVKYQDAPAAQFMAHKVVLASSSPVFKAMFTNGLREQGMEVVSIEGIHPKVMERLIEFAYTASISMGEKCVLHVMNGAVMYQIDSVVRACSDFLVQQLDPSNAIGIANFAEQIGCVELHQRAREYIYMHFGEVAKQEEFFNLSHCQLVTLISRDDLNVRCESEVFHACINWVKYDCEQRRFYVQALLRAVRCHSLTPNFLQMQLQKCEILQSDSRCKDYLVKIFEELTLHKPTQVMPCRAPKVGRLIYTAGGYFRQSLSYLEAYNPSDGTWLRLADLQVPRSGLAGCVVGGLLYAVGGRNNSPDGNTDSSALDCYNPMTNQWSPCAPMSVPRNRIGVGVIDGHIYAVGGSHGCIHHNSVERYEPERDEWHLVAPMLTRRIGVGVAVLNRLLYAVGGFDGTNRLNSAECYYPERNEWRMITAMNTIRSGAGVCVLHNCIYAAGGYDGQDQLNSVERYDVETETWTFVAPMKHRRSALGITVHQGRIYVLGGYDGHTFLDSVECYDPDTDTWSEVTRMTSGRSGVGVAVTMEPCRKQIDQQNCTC
PKA-R2B act – activators of PKA-R2B holoenzyme, primary screen, biochemical, fluorescence polarization, Cy5-IP20, human; cAMP-dependent protein kinase catalytic subunit beta (Homo sapiens) + cAMP-dependent …; PKA-R2B holoenzyme dissociation; R2B truncated from residue 108, S112A mutant; 0% DMSO only, 100% 113 µM cGMP; activation, % at 11.4 µM; hit rate 0.079% among 340,000; AID 504700, 2011;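 active = activation above a cutoff set at the mean over all compounds plus 3 SD, cut at about 18% in these data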;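 also: higher means more holoenzyme dissociation and a rise in polarization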
SR-BI DiI-HDL act – activators of SR-BI mediated DiI-HDL uptake, primary screen, ldlA[mSR-BI] CHO cells, DiI fluorescence. 3 h; 100 = double the neutral-control signal. activation, % at 12.5 µM. hit rate 0.096% among 320,000. AID 504775, 2011;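 active = mean replicate activation of at least 60% and every replicate at or above 60%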;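 also: 0% = median plate neutral-control signal and 100% = twice that signal; values of inactives mirror those of a sister screen read the other way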
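Test system: SR-BI-overexpressing, LDLR-lacking CHO cells. Measured by: DiI fluorescence, bottom read. Medium: Ham's F12 with 0.5% BSA, HEPES 25 mM, pH 7.4. Timing: 3 h uptake period with compound, 37 °C.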
LANA DNA inh – inhibitors of KSHV C-LANA binding to DNA, primary screen, biochemical, fluorescence polarization, FAM-LBS DNA, MBP-C-LANA, single point; Kaposi's sarcoma herpesvirus LANA C-terminal domain (residues 932-1162) DNA binding; hit rate 0.078% among 340,000; inhibition, % at 9 µM; AID 504423, 2011;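 active = highest replicate inhibition at or above 60% at 9 µM, even if other replicates fall short; inactive = all replicates below 60% inhibition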;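 also: 0% = neutral control wells and 100% = 4 µM acridine orange control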
DAGLB inhibitor – DAGLB lipase inhibitors, primary screen, biochemical, fluorescence, HTS. Diacylglycerol lipase-beta (Homo sapiens), Q8NCG7. inhibition, % at 5.17 µM. hit rate 0.059% among 340,000. HEK293T DAGLB membrane lysate, EnzChek fluorogenic substrate; in the data active = inhibition above about 34%;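 also: 0% = enzyme with vehicle and 100% = wells lacking enzyme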
Cardiac RTF inh – cardiac RTF calcium sensitivity inhibitors, primary screen, biochemical, IANBD-TnC fluorescence, EC70 calcium. hit rate 0.12% among 340,000. IANBD-labeled cardiac RTF, Ca2+ fluorescence. inhibition, % at 7.15 µM;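 active = inhibition above the mean inhibition of all tested compounds plus 3 SD, cut at about 17% in these data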;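 also: assay run at fixed EC70 calcium of 1.6 mM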
SR-BI HDL uptake – inhibitors of SR-BI mediated HDL lipid uptake, primary screen, ldlA[mSR-BI] cells, fluorescence, single point; ldlA[mSR-BI] CHO cells, DiI-HDL uptake fluorescence, 3 h; inhibition, % at 12.5 µM; Scavenger receptor class B member 1 (Mus musculus), Q61009; hit rate 0.96% among 320,000; AID 488896, 2010;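 active = mean replicate inhibition of at least 70% and a set share of replicates each scoring 70 or more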;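 also: 0% = median of neutral control wells and 100% = median of positive control wells; values of inactives mirror those of a sister screen read the other way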
NSD2 inh – NSD2 histone methyltransferase inhibitors, primary screen, biochemical, AlphaScreen, single concentration, set 2; hit rate 0.54% among 310,000; inhibition, % at 12.5 µM; Histone-lysine N-methyltransferase NSD2 (Homo sapiens), O96028; NSD2 peptide methylation, 120 min; in the data active = inhibition above about 50%
Arrestin-AP2 inh – inhibitors of beta-arrestin/AP2 binding, primary screen, biochemical, GPCR trafficking, flow cytometry; beta-arrestin 1 C-terminal peptide binding to AP2 beta2-adaptin appendage (human); FITC-arrestin peptide / GST-AP2 beads; AP2 beta2 appendage carries R879A mutation; inhibition, % at 10 µM; hit rate 0.31% among 340,000; AID 504490, 2011;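 active = inhibition above a set limit, near 3 SD of compounds lacking own fluorescence, cut at about 54% in these data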;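 also: plate controls were DMSO wells for no effect and 5 µM unlabelled arrestin peptide for full effect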
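Assay system: GST-AP2 R879A bound to glutathione beads, E. coli-expressed; Medium: PBS with 0.05% Tween 20 and 0.1% BSA; Also added: fluorescein-tagged arrestin peptide at 50 nM final; Timing: 12 min plus 1 h, RT; Measured by: flow cytometry, FL1 (488/535 nm); Evaluation: percent drop in bead-associated FITC signal.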
* marks the source's active call; other numbers are inactive results; x = no result given.

SMILES	PvdQ acylase	Keap1 Nrf2 FP	PKA-R2B act	SR-BI DiI-HDL act	LANA DNA inh	DAGLB inhibitor	Cardiac RTF inh	SR-BI HDL uptake	NSD2 inh	Arrestin-AP2 inh
CCCN(CC(=O)Nc1ccc(F)c(F)c1F)C(=O)Cc1ccc(OC)c(S(=O)(=O)N2CCOCC2)c1	-9	-1	5	-38	-0.1	-4	0	38	-3	3
O=[N+]([O-])c1cccc(Cn2cnc3c(=S)nc[nH]c32)c1	-8	-2	9	3	0.5	-1	-2	-3	0	-13
Cc1cc(Cl)c2oc(C(=O)N(C)Cc3ccon3)c(C)c2c1	-12	0	-2	-30	-0.4	-4	-4	30	-8	9
COc1ccccc1NC(=S)NC1CC2CCC1C2 (configuration not stated)	6	-4	-7	-35	0.0	-7	-15	35	-3	-5
NS(=O)(=O)c1ccc(CCNC(=O)CCCNC(=O)c2ccc(Cl)cc2)cc1	0	1	-3	0	0.3	1	-13	0	2	2
O=C(O)C(Cc1c[nH]c2ccccc12)N1C(=O)C2C3c4ccccc4C(c4ccccc43)C2C1=O (configuration not stated)	-11	-3	8	19	-1.3	2	-6	-19	1	-17
Cn1c(SCc2nc(-c3ccc(Cl)cc3)no2)nnc1-c1cccs1	7	-5	7	21	-0.9	-1	0	-21	-1	10
Cc1ccc(N2C(=O)N(CC(=O)Nc3ccc([N+](=O)[O-])cc3)C(=O)C2C)cc1 (configuration not stated)	-6	-6	1	-26	0.1	-2	-8	26	0	2
Cc1cc(NC(=O)Nc2ccccc2)n(C(C)(C)C)n1	-1	1	-2	-5	0.0	-1	-5	5	7	-5
CN(Cc1ccccc1)c1ncnc2[nH]ncc12	1	-6	1	10	-0.1	-1	-4	-10	2	2

Reprinted from the part before: 6 compounds; new compounds follow.
SMILES	PvdQ acylase	Keap1 Nrf2 FP	PKA-R2B act	SR-BI DiI-HDL act	LANA DNA inh	DAGLB inhibitor	Cardiac RTF inh	SR-BI HDL uptake	NSD2 inh	Arrestin-AP2 inh
NS(=O)(=O)c1ccc(CCNC(=O)CCCNC(=O)c2ccc(Cl)cc2)cc1	0	1	-3	0	0.3	1	-13	0	2	2
O=C(O)C(Cc1c[nH]c2ccccc12)N1C(=O)C2C3c4ccccc4C(c4ccccc43)C2C1=O (configuration not stated)	-11	-3	8	19	-1.3	2	-6	-19	1	-17
Cn1c(SCc2nc(-c3ccc(Cl)cc3)no2)nnc1-c1cccs1	7	-5	7	21	-0.9	-1	0	-21	-1	10
Cc1ccc(N2C(=O)N(CC(=O)Nc3ccc([N+](=O)[O-])cc3)C(=O)C2C)cc1 (configuration not stated)	-6	-6	1	-26	0.1	-2	-8	26	0	2
Cc1cc(NC(=O)Nc2ccccc2)n(C(C)(C)C)n1	-1	1	-2	-5	0.0	-1	-5	5	7	-5
CN(Cc1ccccc1)c1ncnc2[nH]ncc12	1	-6	1	10	-0.1	-1	-4	-10	2	2
O=C(Nc1c(C(=O)N2CCOCC2)cnn1-c1ccccc1)c1ccccc1	3	4	-2	-8	0.0	0	0	8	1	0
Cn1c(N)c(C(=O)COC(=O)Cc2ccsc2)c(=O)n(C)c1=O	12	2	5	-1	-3.4	-1	-8	1	2	4
CCCCn1c(N)c(N(C(=O)CSc2nnnn2-c2ccccc2C)C2CCCC2)c(=O)[nH]c1=O	-8	2	-2	-48	-0.6	4	-5	48	0	-5
C/C(=N\NC(=O)c1ccncc1)c1cccc(NC(=O)c2ccc(C(C)(C)C)cc2)c1	-21	-6	4	-78	0.1	-1	7	78*	-1	2
CC(C)c1ccc(NC(=S)N2CCN(Cc3ccccc3)CC2)cc1	-11	-1	-6	6	-1.3	-5	-5	-6	2	8
O=C1CC(NS(=O)(=O)c2cccs2)CN1c1ccc(Cl)cc1 (configuration not stated)	0	-4	-12	4	1.0	-2	9	-4	-2	-2
CC(C)(C)S(=O)N1Cc2cc(=O)n(Cc3ccccc3)cc2[C@H]1CCO (some centres not stated)	-7	-3	1	-2	1.4	0	-12	2	x	14
Cc1cc(C(=O)O)ccc1-n1c(C)cc(/C=C(/C#N)C(=O)Nc2ccccc2)c1C	16	0	x	-2	2.6	x	x	2	19	5
COc1ccc(/C=C(\C#N)C(=O)N2CCOCC2)cc1Br	1	-1	0	4	0.9	-1	1	-4	2	32
CN(C(=O)COC(=O)c1ccc2ccccc2n1)c1ccccc1	3	-2	8	7	-0.3	4	-2	-7	-4	0
COC(=O)c1ccccc1NS(=O)(=O)c1ccc(O)c(C(=O)O)c1	-9	-2	-8	19	0.9	3	-5	-19	-6	2
CCN(CC(=O)NCc1cccs1)CC(=O)Nc1cccc(S(N)(=O)=O)c1	12	-3	2	-2	-2.5	-2	-9	2	0	0
Cc1cc(C)nc(SCC(=O)N/N=C/c2cccnc2)n1	-6	-6	-8	-1	0.0	1	1	1	39	-9
Cc1cccc(C(=O)NCc2nnc(SC(C)C(=O)Nc3nnc(C)s3)n2C)c1 (configuration not stated)	-9	1	-2	-3	1.1	2	-19	3	0	0
O=C1C=C(O)c2[nH]c(=O)ccc2C1=O	-5	-3	-1	8	11	-6	-1	-8	94*	12
CC1CCc2cccc3c2N1c1cc(C#N)c(C#N)cc1O3 (configuration not stated)	0	3	-12	-58	11	0	-16	58	-7	-5
CCOC(=O)c1c(C)c(C(=O)Nc2ccc(F)cc2)c(C)n1C	-2	5	-5	-29	1.1	-3	0	29	-1	2
O=C1[C@@H](Oc2ccccc2)[C@@H](c2ccccc2)N1c1ccccc1	-4	-2	-6	-16	-3.2	-3	-1	16	x	-14
Cc1cc(Br)c(Cl)cc1NC(=O)CN1C(=O)C2C3CC(c4ccccc4)C(C3)C2C1=O (configuration not stated)	-4	-5	2	-26	-0.7	-1	-6	26	-2	-8
Oc1oc(C=Nc2ccc(F)cc2F)c2ccccc12	-17	-1	-3	-1	0.0	-1	-7	1	0	7
COc1ccccc1N1CCN(/N=C/c2cccc(OC)c2OC)CC1	1	0	-5	-22	-0.4	-4	0	22	5	35
O=C(Cc1cn(Cc2cccc(Cl)c2)c2ccccc12)N1CCCCCC1	5	2	-9	-23	-0.5	-16	9	23	3	28
COc1ccc2[nH]c3c(c2c1)CCN1C(=O)C(CC(=O)NCCC2=CCCCC2)C[C@H](C(=O)N(C(C)C)C(C)C)[C@@]31C (some centres not stated)	-1	-5	-6	-33	0.5	-5	-8	33	x	-7
Cc1cccc(-n2c(Cc3ccccc3)nnc2SCC(=O)N2CCOCC2)c1	6	4	-18	8	-0.6	0	0	-8	-1	-5
COc1ccccc1NC(=O)CS(=O)(=O)c1cccc2nsnc12	-16	-3	-1	-9	-1.8	1	0	9	3	0
COc1cc(CN(C2CCCCC2)S(=O)(=O)c2ccc(S(=O)(=O)N(C)C3CCCCC3)cc2)cc(OC)c1OC	-3	-3	1	-12	-0.5	-20	-5	12	-3	-7
COc1ccc(S(=O)(=O)Nc2cc(C(C)C)c(O)cc2C)cc1	-10	-3	-15	5	0.7	-3	1	-5	-2	1
O=C(c1ccccc1)N1CCC(O)(c2ccc3c(c2)OCO3)CC1	-20	0	-5	20	0.6	0	-13	-20	-4	-4
Cc1ccc(C(CNS(=O)(=O)c2ccc(Br)cc2)N2CCN(C)CC2)cc1 (configuration not stated)	-9	2	1	20	1.6	-5	-5	-20	3	-4
COC(=O)c1ccc(NC(=O)CCNS(=O)(=O)c2cccc3nonc23)cc1	-5	-5	-14	-4	-0.2	0	9	4	1	5
CC(C)N(Cc1ccccc1)C(=O)COC(=O)c1cnccn1	-12	-3	4	-20	-1.8	1	-12	20	x	15
CC(/C=N/NC(=O)c1ccc2nc(C)[nH]c2c1)=C\c1ccccc1	-1	2	-2	37	0.6	1	-7	-37	-1	10
NNC(=S)Nc1ccc(OC(F)(F)F)cc1	13	-1	-4	19	-0.6	-7	1	-19	x	2
Cc1cc(C)c(Cn2c(=O)n(CCCC(=O)NCc3ccco3)c(=O)c3sccc32)c(C)c1	-5	-7	-3	-42	-1.0	5	14	42	-2	2
CCc1ccc(-n2cc(-c3ccc(F)cc3)[n+]3c2SCCC3)cc1	-1	0	6	-12	-2.1	-1	0	12	2	20
O=C(Nc1ccon1)c1nc[nH]c1C(=O)NCc1ccccc1	-12	-1	3	20	0.3	1	-4	-20	x	1
Cc1cccc(NC(=O)c2cc([N+](=O)[O-])ccc2Cl)c1O	-9	-4	7	-6	-0.2	0	-2	6	2	-2
CCC1(C)Cc2c(sc3nnn(CC(=O)Nc4cccc5ccccc45)c(=O)c23)CO1 (configuration not stated)	8	-3	-11	-17	12	-6	-6	17	-6	14

Compound activity from PubChem.
